Screening data from PubChem BioAssay.
V-ATPase pHluor: alters yeast V-ATPase proton transport. S. cerevisiae, pHLuorin cytosolic pH fluorescence. response, % at 10 µM. 350,000 tested, 0.37% active; in the data active = response mostly above about 7.3%, no sharp cut-off; inactive = mostly below about 5.4%; also: actives read high; inactives centre near 0; some compounds called inactive have numbers as strong as hits; reference of the scale not given here
HTR5A ag ctr: counter-screen for OPRM1-OPRD1 agonists: human HTR5A agonism. P47898. HTR5A agonist assay, luminescence, cell-based. activation, % at 9.3 µM. 340,000 tested, 0.61% active. AID 504692; in the data active = activation mostly above about 9.5%, no sharp cut-off; inactive = mostly below about 7.6%;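 also: 0% = cells with vehicle only and 100% = reference agonist; strong numbers were not always called active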
Target sequence (P47898 whole entry, looked up): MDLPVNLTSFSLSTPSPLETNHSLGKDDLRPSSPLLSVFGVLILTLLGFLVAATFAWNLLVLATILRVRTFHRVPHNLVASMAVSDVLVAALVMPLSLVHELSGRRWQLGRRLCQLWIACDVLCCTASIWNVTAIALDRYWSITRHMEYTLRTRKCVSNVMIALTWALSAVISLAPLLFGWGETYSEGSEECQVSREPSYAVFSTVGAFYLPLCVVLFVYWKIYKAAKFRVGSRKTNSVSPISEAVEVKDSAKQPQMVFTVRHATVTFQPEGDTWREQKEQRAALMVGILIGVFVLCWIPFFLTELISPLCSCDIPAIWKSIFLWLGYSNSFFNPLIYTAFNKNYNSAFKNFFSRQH
OPRM1-OPRD1 inv: inverse agonists of human mu-delta opioid receptor heterodimerization; cell-based MOR-DOR heterodimer luminescence, inverse agonism; inhibition, % at 9.3 µM; 340,000 tested, 0.21% active; AID 504357; in the data active = inhibition above about 22%, passing the limit was not always enough;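 also: 0% = cells with DMSO and 100% = wells without cells with DMSO; values of inactives mirror those of a sister screen read the other way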
Pemphigus Ab inh: blocks pemphigus antibody binding to human desmoglein-3; 310,000 tested, 0.48% active; AID 588358; DSG3-coupled beads, scFv-anti-DSG3-GFP binding, flow cytometry; stronger effect = lower value; binding (percent of control), % at 10 µM; P32926;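 active = binding more than 3 SD below its plate's average and above zero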;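 also: hits lower antibody fragment binding to DSG3; some compounds called inactive have numbers as strong as hits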
PKA-R1A act: activators of PKA-R1A complex | P00514+P68181 | PKA-R1A dissociation, Cy5-IP20 fluorescence polarization; scaled: DMSO 0%, 113 µM cGMP 100% | activation, % at 11.4 µM | 340,000 tested, 0.083% active;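 active = percent activation above the mean of all tested compounds plus 3 SD, cut at about 19% in these data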;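 also: higher means more PKAc released from R1A so a rise in polarization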
PKA-R2B activ: activates the human PKA-R2B holoenzyme complex | P22694+P31323 | 340,000 tested, 0.079% active | activation, % at 11.4 µM | PKA-R2B holoenzyme dissociation, Cy5-IP20 fluorescence polarization; R2B truncated from residue 108, S112A mutant; 0% DMSO only, 100% 113 µM cGMP;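 active = activation above a cutoff set at the mean over all compounds plus 3 SD, cut at about 18% in these data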;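 also: higher means more holoenzyme dissociation and a rise in polarization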
Target sequence (P31323 whole entry, looked up, other chains not shown, the tested form may be a part): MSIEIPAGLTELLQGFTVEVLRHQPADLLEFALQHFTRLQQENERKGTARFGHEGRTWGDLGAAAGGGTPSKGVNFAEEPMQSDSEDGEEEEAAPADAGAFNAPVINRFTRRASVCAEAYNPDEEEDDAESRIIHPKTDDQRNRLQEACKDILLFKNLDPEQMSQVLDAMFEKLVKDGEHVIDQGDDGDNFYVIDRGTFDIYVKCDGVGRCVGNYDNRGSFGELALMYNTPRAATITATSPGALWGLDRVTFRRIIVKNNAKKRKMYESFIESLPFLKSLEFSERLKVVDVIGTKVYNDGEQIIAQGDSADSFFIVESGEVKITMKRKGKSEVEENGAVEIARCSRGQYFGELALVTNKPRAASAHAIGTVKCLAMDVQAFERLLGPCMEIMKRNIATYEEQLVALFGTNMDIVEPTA
MOR-DOR ag: agonists of human mu-delta opioid receptor heterodimerization; P35372+P41143; cells, OPRM1-OPRD1 heterodimerization, luminescence; activation, % at 9.3 µM; 340,000 tested, 0.3% active; AID 504326; in the data active = activation above about 18%;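 also: 0% = vehicle-treated cells and 100% = reference agonist; values of inactives mirror those of a sister screen read the other way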
HTR5A inv ag: counter-screen for OPRM1-OPRD1 inverse agonists: human HTR5A inverse agonism | P47898 | HTR5A cell line, luminescence | inhibition, % at 9.3 µM | 340,000 tested, 0.083% active | AID 504634; in the data active = inhibition mostly above about 23%, no sharp cut-off; inactive = mostly below about 18%;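 also: 0% = cells with DMSO and 100% = no-cell wells with DMSO; some compounds called inactive have numbers as strong as hits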
DAGLB inh: blocks human DAGLB lipase activity. AID 504411. HEK293T DAGLB membrane lysate, EnzChek fluorogenic substrate. Q8NCG7. 340,000 tested, 0.059% active. inhibition, % at 5.17 µM; in the data active = inhibition above about 34%;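 also: 0% = enzyme with vehicle and 100% = wells lacking enzyme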
Arr AP2 block: inhibitors of human beta-arrestin and AP2 interaction | inhibition, % at 10 µM | AID 504490 | FITC-arrestin peptide / GST-AP2 beads, flow cytometry; AP2 beta2 appendage carries R879A mutation | 340,000 tested, 0.31% active;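 active = inhibition above a set limit, near 3 SD of compounds lacking own fluorescence, cut at about 54% in these data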;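 also: plate controls were DMSO wells for no effect and 5 µM unlabelled arrestin peptide for full effect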
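System: GST-AP2 R879A glutathione beads; medium: PBS, Tween 20 0.05%, BSA 0.1%; reagent: fluorescein-tagged arrestin peptide at 50 nM final; schedule: pre-incubation 12 min, peptide binding 1 h, room temperature; detection: flow cytometry, FL1 (488/535 nm); read-out: inhibition as reduced fluorescein signal on beads, percent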
Numbers without * were called inactive; / = no result given.

SMILES	V-ATPase pHluor	HTR5A ag ctr	OPRM1-OPRD1 inv	Pemphigus Ab inh	PKA-R1A act	PKA-R2B activ	MOR-DOR ag	HTR5A inv ag	DAGLB inh	Arr AP2 block
COc1cccc2cc(C(=O)NCc3ccco3)c(=Nc3ccc(C(=O)O)cc3)oc12	0.8	-3.3	6.1	86.8	7.7	-5.0	-1.1	16.3	-1.9	-11.8
COc1ccc(Br)cc1CNC(=O)C1CCCN(c2nc3ccccc3o2)C1 (configuration not stated)	-4.1	1.0	-4.2	105.8	11.8	10.2	0.8	-9.7	0.1	13.0
CCCNC(=O)C1(CC2CC(c3ccccc3)=NO2)CCN(C(=O)Cc2ccc(F)cc2)CC1 (configuration not stated)	-4.0	4.8	14.3	106.2	3.1	-5.8	-2.6	-16.7	1.2	-2.3
CCOC(=O)c1ccc(NC(=O)CSc2nc(=O)n3cccc(C)c3n2)cc1	-2.3	-9.4	10.2	94.7	2.7	4.0	-2.0	23.1	0.5	-5.1
O=C(Nc1ccc(F)cc1F)C1CCCN(c2ncnc3c2nc2n3CCCCC2)C1 (configuration not stated)	2.1	0.1	11.3	102.9	7.0	6.0	-2.2	-2.9	-5.2	12.6
COc1ccccc1OCCCC(=O)NCc1ccco1	0.8	-0.5	12.0	116.3	-7.7	-10.8	-2.5	36.8	0.3	-13.8
Cc1ccc(S(=O)(=O)N[C@@H](Cc2ccccc2)C(=O)N2CCC(C(=O)N[C@@H](CCC(N)=O)C(=O)O)CC2)cc1	-1.5	2.3	16.0	90.0	-3.5	5.1	-2.9	-9.2	-1.8	-0.9
CCc1cccc(N(C(=O)c2csnn2)C(C(=O)NC2CCCCC2)c2ccncc2)c1 (configuration not stated)	-1.9	-0.5	-5.3	107.3	0.4	4.3	1.0	2.6	0.1	3.2
Cc1ccc(NC(=O)c2ccsc2)cc1NS(C)(=O)=O	0.9	1.7	-0.2	98.6	2.7	1.6	0.0	-6.2	-1.3	13.1
COCCn1cc(C(=O)NCCN(C)C)c2c3ccccc3n(C)c2c1=O	-3.1	0.1	5.9	/	-1.6	-17.1	-1.3	-0.4	-1.1	3.5
CN(C)c1nc(C(=O)OCCO)nc(N(C)C)n1	0.8	2.2	16.8	100.3	5.5	-2.9	-3.4	-17.2	1.1	-0.6
COc1cccc(NC(=O)Cn2nnc(C(=O)NCc3ccc4c(c3)OCO4)c2N)c1	1.1	5.1	6.3	89.9	-12.9	-5.9	-1.2	-13.2	-0.4	18.6
N#CC1(NC(=O)COC(=O)Cc2c[nH]c3ccccc23)CCCCC1	0.5	/	/	95.9	2.7	-6.5	/	/	3.1	/
Cc1ccnc(N2CCN(C(=O)CSc3nc4ccccc4nc3N3CCC(C)CC3)CC2)c1	2.5	-2.4	-9.6	98.8	-6.2	5.1	1.9	6.9	-6.8	24.9
Cc1cccc(C(=O)c2cn[nH]c2-c2ccc(C)cc2O)c1	-2.2	2.7	15.3	125.2	-1.9	0.7	-3.1	-10.2	-1.9	-3.0
CN(C(=O)c1ccc(Br)o1)C1CCS(=O)(=O)C1 (configuration not stated)	-1.6	-3.8	-12.5	112.3	0.7	3.6	1.5	-6.3	-0.1	16.8
C#CCOCCOCCOCCNc1nc(N2CCN(C(=O)[C@H](CO)n3cc([C@@H](N)C(C)C)nn3)CC2)nc(N2CCN(C(=O)[C@H](CO)n3cc([C@@H](N)C(C)C)nn3)CC2)n1	5.7	2.2	5.3	99.9	1.0	3.0	-1.0	-49.1	1.6	5.2
CC[C@@]1(C(=O)OC)N[C@H](CN(C)S(=O)(=O)c2ccc(C(C)(C)C)cc2)[C@@H]2C(=O)N(C)C(=O)[C@@H]21	-0.6	-4.4	-0.2	98.3	-3.9	5.1	0.1	16.2	0.2	-5.9
Cc1ccc(-n2nc3ccc(N)cc3n2)cc1	-0.7	2.2	-6.3	104.5	3.1	-3.0	1.3	15.9	-3.7	7.5
COc1ccccc1NS(=O)(=O)c1ccc(C(=O)N2CCCCCCC2)cc1	-2.1	-2.4	10.4	102.0	-13.0	-9.0	-2.6	5.8	-2.9	20.5
CCCCN(C)C(=O)c1nc2ccccn2c1CNCCCn1ncc2ccccc21	-1.1	-0.9	-27.3	85.7	-9.8	5.2	5.2	-37.8	0.8	-3.0
CCOC(=O)c1c(C)[nH]c(C(=O)OC(C)C(=O)NCc2ccccc2)c1C (configuration not stated)	5.3	2.0	-5.8	107.4	-15.1	-19.9	0.9	-5.1	-1.8	8.4
CN1CCC(N2CCN(c3cccc(C(F)(F)F)c3)CC2)CC1	3.0	8.1	12.8	124.1	-5.3	-5.8	-2.2	-16.0	6.1	0.4
Cc1cc(C)cc(NC(=S)NCCCN2CCOCC2)c1	0.2	-4.2	9.9	93.4	-2.8	4.6	-1.9	10.9	-2.6	-4.8
CCOc1ccc(N2C(=O)C(c3ccccc3)=C(c3nc4ccccc4s3)C2NC(C)=O)cc1 (configuration not stated)	-0.7	1.0	1.6	110.2	8.0	1.6	-0.3	-2.4	-0.9	29.5
O=C(NC(=S)NCC1CCCO1)c1ccc(Cl)cc1 (configuration not stated)	0.1	3.4	-1.5	94.4	7.4	-3.7	0.3	3.7	-6.6	8.3
O=C(NCCNc1cc(Cl)ccc1[N+](=O)[O-])c1ccco1	3.7	2.7	13.4	83.5	-6.4	4.7	-2.6	29.6	1.6	-3.3
Fc1cccc2sc(Nc3nc4c(F)cccc4s3)nc12	1.1	3.8	-41.0	109.1	6.2	2.6	8.0	17.5	4.1	-0.7
O=C1C=CC(=O)c2c(O)c(N3CCN(CCO)CC3)c(Cl)c(O)c21	-1.6	-2.9	-109.1	63.2	-3.1	-11.9	21.2*	11.3	4.0	79.9*
O=C(CCNc1cccc(Cl)c1)c1cccs1	6.6	1.2	12.3	102.7	-6.1	-0.3	-2.3	23.5	-3.4	8.2

Records above printed as active in MOR-DOR ag:
| structure | V-ATPase pHluor | OPRM1-OPRD1 inv | Pemphigus Ab inh | PKA-R1A act | PKA-R2B activ | MOR-DOR ag | DAGLB inh | Arr AP2 block |
| --- | --- | --- | --- | --- | --- | --- | --- | --- |
| O=C1C=CC(=O)c2c(O)c(N3CCN(CCO)CC3)c(Cl)c(O)c21 | -1.6 | -109.1 | 63.2 | -3.1 | -11.9 | 21.2* | 4.0 | 79.9* |

Next entries follow:
SMILES	V-ATPase pHluor	HTR5A ag ctr	OPRM1-OPRD1 inv	Pemphigus Ab inh	PKA-R1A act	PKA-R2B activ	MOR-DOR ag	HTR5A inv ag	DAGLB inh	Arr AP2 block
O=C1CCC2CCCCC2(O)O1 (configuration not stated)	2.2	1.6	12.1	98.7	-4.2	-3.6	-2.5	-3.9	0.4	-4.2
COc1ccc(N2CCN(C(=O)Cn3c(=O)c4cccn4c4cccnc43)CC2)cc1	7.6	-4.1	7.2	104.6	-0.2	-15.5	-1.4	2.5	0.9	-4.0
CCn1c(SCC(=O)Nc2sccc2C(N)=O)nnc1C1CC1	-3.5	12.8*	4.2	102.5	0.1	14.9	-1.0	-31.5	-0.3	-3.8
Cc1cc(=O)oc(C)c1C(=O)OCC(=O)c1ccccc1	-4.8	3.5	11.2	82.6	-9.2	-3.0	-2.2	-9.1	-1.9	27.8
COc1ccc(S(=O)(=O)N2CCCC(C(=O)N3CCOCC3)C2)cc1OC (configuration not stated)	7.7	1.2	9.9	102.3	7.1	2.5	-1.9	-3.3	-2.0	4.3
O=C1Cc2cc(NS(=O)(=O)c3ccc(Cl)cc3)cc3c2N1CCC3	-1.6	2.7	-7.5	99.0	-12.1	2.8	1.2	-7.4	-3.3	-4.2
Cc1nc(C)n(CCNS(=O)(=O)c2ccc(C)c(C)c2)n1	-1.1	-2.5	17.0	97.9	-1.0	6.7	-3.0	6.1	0.1	6.2
CCN(C(=O)COC(=O)/C=C/c1ccc(OC)c(OC)c1)c1c(N)n(Cc2ccccc2)c(=O)[nH]c1=O	-0.1	-1.1	8.9	97.0	-10.7	-3.8	-2.3	0.3	0.3	-3.1
O=c1cc(CO)oc2ccccc12	-2.9	5.1	4.7	101.9	5.5	-9.4	-0.8	-14.9	-1.4	-4.8
CN(Cc1ccccc1)C(=O)COc1ccccc1	-1.4	-1.9	14.5	101.9	-0.3	-16.0	-2.7	6.8	-4.4	3.1
CCCCOC(=O)C1C2C=C[C@]3(CN(CCCOC)C(=O)[C@H]13)O2 (some centres not stated)	-3.4	-0.5	4.7	110.8	-11.8	-0.3	-1.0	1.3	-0.8	-53.3
CC(C)(O)C#Cc1ccc(C(=O)NCCc2ccc(S(N)(=O)=O)cc2)cc1	-2.1	-3.5	14.9	111.1	-8.8	-2.9	-3.2	-5.5	0.7	-0.1
O=C(COC(=O)CCC(=O)c1ccc(Cl)cc1)NCCc1ccccc1	-2.8	-0.7	9.3	94.3	-9.4	0.0	-1.9	-10.6	-8.8	42.8
O=C(COC(=O)/C=C/c1ccccc1)NCc1ccccc1Cl	0.8	-1.6	9.2	95.2	1.8	3.1	-1.6	4.5	-5.0	38.3
Cc1ccc(-c2nc(CSCC(=O)N3CCN(C(=O)c4ccco4)CC3)c(C)o2)cc1	0.0	-7.9	11.0	110.2	-20.4	0.2	-2.2	20.9	-7.0	-7.1
COc1cc(-c2cc(C(=O)Nc3cc(S(=O)(=O)N4CCOCC4)ccc3O)c3ccccc3n2)cc(OC)c1OC	-3.1	0.9	14.0	/	-7.1	-4.5	-3.5	-2.4	2.4	4.4
CC(=O)Nc1ccc(S(=O)(=O)N2CCSC2)cc1	-3.5	-6.7	10.8	115.1	-5.9	-6.9	-1.9	-2.7	1.7	12.4
CCCCC[C@@H]1C=C(C(=O)O)[C@H](c2ccc(Cl)cc2)N1S(=O)(=O)c1ccc(C)cc1	3.5	0.5	7.8	98.2	9.5	8.8	-1.7	-1.9	6.8	7.4
Cc1ccnc(NC(=O)Nc2cccc(F)c2)n1	-2.8	1.4	5.9	87.9	0.0	-4.4	-0.9	1.6	-0.9	-0.6
COc1ccc(OCCCC(=O)OCC(=O)Nc2ncc(Cl)cc2Cl)cc1	-1.8	0.1	6.0	97.5	7.3	9.4	-0.9	-0.3	-5.1	51.8
COc1ccc(C)cc1NS(=O)(=O)c1ccc2c(c1)N(C)CCO2	0.0	-0.6	8.9	/	0.7	-8.5	-1.7	-15.9	-5.2	42.8
Cc1ccc(CSCC(=O)NCCCN2CCOCC2)cc1	2.4	1.1	7.3	81.3	-3.0	-0.2	-1.5	-1.1	0.6	9.2
Cc1noc2ncnc(Oc3ccccc3Cl)c12	1.8	0.0	5.6	96.8	0.5	-2.4	-1.1	7.2	-0.7	9.7
Cc1cc(=O)oc2cc(OCCSCCN3CCOCC3)ccc12	-1.7	1.4	7.1	93.9	0.4	-7.8	-1.5	16.6	1.0	35.8
CC(=O)c1c(C)nc(-c2ccc(Cl)cc2)nc1NC(=O)C(C)C	3.3	-6.0	4.4	99.6	-7.5	-4.2	-0.8	-14.7	-2.4	20.4
